FLuc inh: Firefly luciferase inhibition profiling of diverse chemical library using quantitative high-throughput screening; Luciferin 4-monooxygenase (Photinus pyralis), P08659; purified P. pyralis luciferase, luminescence, biochemical; Potency, µM (doses to about 115 µM), without a hit: at the top dose activity change, negative = inhibition, actives largely listed as inhibitors; hit rate 2.5% among 76,000; AID 1347043, 2019; note: potency is the fitted concentration of half-maximal effect; nearly all actives have a fitted effect of over 65% in size
Target sequence (P08659 whole entry, looked up): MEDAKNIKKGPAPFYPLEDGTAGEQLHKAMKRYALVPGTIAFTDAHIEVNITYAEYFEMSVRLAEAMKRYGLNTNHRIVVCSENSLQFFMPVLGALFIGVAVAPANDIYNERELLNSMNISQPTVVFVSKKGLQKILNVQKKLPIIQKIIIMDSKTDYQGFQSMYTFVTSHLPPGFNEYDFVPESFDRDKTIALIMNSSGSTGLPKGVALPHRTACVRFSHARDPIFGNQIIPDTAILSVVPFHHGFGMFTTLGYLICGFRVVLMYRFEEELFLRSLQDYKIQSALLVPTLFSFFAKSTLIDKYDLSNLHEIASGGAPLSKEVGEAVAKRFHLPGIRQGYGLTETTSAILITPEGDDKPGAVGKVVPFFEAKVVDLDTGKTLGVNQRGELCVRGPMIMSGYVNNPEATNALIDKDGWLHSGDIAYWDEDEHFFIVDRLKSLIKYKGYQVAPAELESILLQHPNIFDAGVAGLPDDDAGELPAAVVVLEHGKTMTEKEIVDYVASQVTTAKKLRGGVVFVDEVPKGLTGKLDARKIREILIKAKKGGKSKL
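Purified 10nM P. pyralis luciferase with 10uM D-luciferin and 10uM ATP in 50mM Tris acetate pH 7.5, 10mM Mg acetate, 0.01% Tween-20, 0.05% BSA. qHTS titration; luminescence read by CCD imager.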
3T3 cytotox: Cytotoxic Profiling in NIH 3T3 Cell Line of Diverse Libraries Using Quantitative High-Throughput Screening. hit rate 4.3% among 94,000. Potency, µM (titrated, usually from 96.7 µM), inactives show top-dose activity change, negative = cytotoxicity, actives largely listed as inhibitors. NIH 3T3 viability, CellTiter-Glo ATP luminescence, 48-72 h. AID 1345082, 2018; note: potency is the fitted concentration of half-maximal effect; nearly all actives have a fitted effect of over 55% in size
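Mouse fibroblast NIH 3T3 cells, 400 per well, received compound via pintool and were incubated for 48 or 72 hr prior to CellTiter-Glo ATP luminescence measurement.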
HEK293 viab: GF-AFC viability counterscreen for inhibitors of alpha-synuclein gene (SNCA) expression; HEK-293-SNCA-luc viability, GF-AFC fluorescence, 24 h; Potency, µM (doses to about 57.1 µM), without a hit: top-dose activity change, negative = cytotoxicity, usual class: cytotoxic; AID 1671193, 2021; hit rate 0.12% among 150,000;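 note: potency is the fitted concentration of half-maximal effect; 0% = DMSO-treated cells and -100% = medium-only wells without cells; nearly all actives have a fitted effect of over 30% in size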
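HEK-293-SNCA-luc cells (1500/well) plated 24 h, then exposed 24 h to a dilution series; GF-AFC added 30 min at 37C, fluorescence 405/540 nm; normalised to medium-only and DMSO wells, Hill fit.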
IP6K1 inhibitor: Primary qHTS assay for small molecule inhibitors of Inositol hexaphosphate kinase 1 (IP6K1); Inositol hexakisphosphate kinase 1 (Homo sapiens), Q92551; IP6K1 kinase, ADP-Glo luminescence, 2 h; stronger effect = lower value; activity change, % (series mostly up to about 58 µM); hit rate 0.81% among 140,000; AID 1645851, 2021; in the data active = activity change below about -25%
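ADP-Glo luminescence measures ADP made by human IP6K1 during a 2 h RT reaction with ATP/IP6 (mix at 1.3 mM/130 uM); top library doses 57.5 and 19.1 uM final.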
GPT2 inh: Primary qHTS assay for inhibitors of Glutamate pyruvate transaminase 2 (GPT2). Alanine aminotransferase 2 (Homo sapiens), Q8TD30. Recombinant GPT2, coupled pyruvate oxidase/HRP Amplex Red fluorescence. Potency, µM (highest dose often 57.7 µM), for inactives: at the top dose activity change, negative = inhibition, actives largely listed as inhibitors. hit rate 0.25% among 100,000; note: potency is the fitted concentration of half-maximal effect; nearly all actives have a fitted effect of over 60% in size; many of its hits are not listed in these tables
Target sequence (Q8TD30 whole entry, looked up): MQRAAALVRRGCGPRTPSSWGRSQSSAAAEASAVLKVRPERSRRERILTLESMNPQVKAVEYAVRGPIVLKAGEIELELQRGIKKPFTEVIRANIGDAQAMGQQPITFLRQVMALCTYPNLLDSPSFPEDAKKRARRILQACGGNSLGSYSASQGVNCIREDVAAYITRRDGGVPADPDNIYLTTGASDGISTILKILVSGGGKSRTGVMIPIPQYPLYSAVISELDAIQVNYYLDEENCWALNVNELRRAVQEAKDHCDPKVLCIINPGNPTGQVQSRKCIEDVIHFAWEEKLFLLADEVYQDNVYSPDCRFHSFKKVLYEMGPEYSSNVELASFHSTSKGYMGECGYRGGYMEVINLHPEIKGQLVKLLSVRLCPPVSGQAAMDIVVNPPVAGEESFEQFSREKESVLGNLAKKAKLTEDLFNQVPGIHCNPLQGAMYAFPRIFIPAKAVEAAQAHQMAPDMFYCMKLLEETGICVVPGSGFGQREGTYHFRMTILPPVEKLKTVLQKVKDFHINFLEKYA
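GPT2 10ng/uL, a-KG 250uM, L-Ala 2mM, HEPES pH7.5 + 0.0001% Tween; 30 min RT. Then Amplex mix (PO/HRP/ThPP), 30 min RT dark, fluorescence. AOA 50uM used as positive control.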
HEK cytotox: Cytotoxic Profiling in HEK 293 Cell Line of Diverse Libraries Using Quantitative High-Throughput Screening. HEK 293 viability, ATP luminescence (CellTiter-Glo), 48-72 h. Potency, µM (top dose mostly 115 µM), for inactives: at the top dose activity change, negative = cytotoxicity, actives largely listed as inhibitors. hit rate 6.6% among 94,000. AID 1345083, 2018; note: potency is the fitted concentration of half-maximal effect; nearly all actives have a fitted effect of over 60% in size
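Cells seeded first (HEK 293, 250 cells/well), then compound added by pintool. Incubation ran 48 or 72 hr at 37 degree Celsius. CellTiter-Glo was added and luminescence imaged after 10 min at room temperature.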
SNCA expr inh: Primary qHTS assay for inhibitors of alpha-synuclein gene (SNCA) expression | HEK-293 SNCA-luciferase knock-in, luminescence, 24 h | Potency, µM (titrated, usually from 57.2 µM), for the others: at the top dose activity change, negative = inhibition, most hits filed as inhibitors | hit rate 0.17% among 140,000;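 note: potency is the fitted concentration of half-maximal effect; plate controls were DMSO cells for no effect and cell-free wells for full effect; nearly all actives have a fitted effect of over 45% in size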
An asterisk follows results filed as active; [ ] = another dose, or the depositor's remark. Unless noted, calls come from the whole dose curve; as a rule, active = well fitted curve in the direction sought with a large enough effect; inconclusive = small, poorly fitted or top-dose-only effect, or another doubt; inactive = no such curve, though single readings can be large; an effect the other way counts as inactive or inconclusive. Unless noted, % is set by controls: 0 for no effect and ±100 for the full control effect. An excerpt. The share of hits here may be higher or lower than overall.

COc1ccc(CN2C(=O)CO[C@H]3CN(C(=O)COc4ccccc4)C[C@H]32)cc1 was read as FLuc inh 10%[172 µM], 3T3 cytotox inactive, HEK293 viab 3%[87.6 µM], IP6K1 inhibitor 1, GPT2 inh 5%[88.5 µM], HEK cytotox 4%[172 µM] and SNCA expr inh 11%[87.6 µM].
`O=C(CN1C(=O)CCSc2ccc(S(=O)(=O)N3CCCC3)cc21)Nc1cccc(F)c1` gave HEK293 viab -5%, IP6K1 inhibitor 0 and SNCA expr inh 38%[activator].
Screening O=C(NCCCN1CCCC1=O)C1CCN(C(=O)N2CC3CC(C2)[C@H]2CCCC(=O)N2C3)CC1 (some centres not stated) returned FLuc inh 0%, 3T3 cytotox 2%, HEK293 viab -5%, IP6K1 inhibitor 3, GPT2 inh inactive, HEK cytotox 8% and SNCA expr inh -14%.
Screening CC(C)n1c(C2CCCN(C(=O)C3CC3)C2)nn(C)c1=O (configuration not stated) returned FLuc inh -1%, 3T3 cytotox inactive, HEK293 viab 10%, IP6K1 inhibitor -1, GPT2 inh inactive, HEK cytotox 3% and SNCA expr inh 4%.
For CC(=O)NC1(C)CN(Cc2ccc(-c3cccc(C(F)(F)F)c3)s2)C1 the results were FLuc inh 13µM*, 3T3 cytotox 45µM*, HEK293 viab -9%[87.6 µM], IP6K1 inhibitor -2, GPT2 inh -12%[88.5 µM], HEK cytotox 63µM* and SNCA expr inh 147%[activator][87.6 µM].
For N#Cc1cccc(OCc2nnc(C(=O)N3CCC[C@@H]3c3nc4ccccc4[nH]3)n2-c2ccccc2)c1 the results were FLuc inh -6%, 3T3 cytotox inconclusive, HEK293 viab -19%, IP6K1 inhibitor -1, GPT2 inh -7%, HEK cytotox -13% and SNCA expr inh -6%.
O=C(Cc1cccn1-c1ccc(Cl)cc1)NC1CCCC1 was read as FLuc inh 29%, 3T3 cytotox -11%, HEK293 viab 1%, IP6K1 inhibitor -2, GPT2 inh inactive, HEK cytotox inconclusive and SNCA expr inh -18%.
Screening COCc1noc(CC2CCOC3(CCN(C(=O)c4cccc5[nH]ccc45)CC3)C2)n1 (configuration not stated) returned FLuc inh 4%, 3T3 cytotox -9%, HEK293 viab -13%, IP6K1 inhibitor -10, GPT2 inh -8%, HEK cytotox -7% and SNCA expr inh -7%.
N[C@H](C(=O)N1CCC2(CC1)Nc1ccccc1NC2=O)c1ccccc1 was read as FLuc inh 0%, 3T3 cytotox -11%, HEK293 viab -4%, IP6K1 inhibitor 10, GPT2 inh -13%, HEK cytotox -10% and SNCA expr inh -24%.
O=C(NC1CCN(c2cc(-c3ccc(F)cc3)[nH]n2)C1)c1cc(F)ccc1Cl (configuration not stated) was read as FLuc inh -9%, 3T3 cytotox inconclusive, HEK293 viab -5%, IP6K1 inhibitor 3, GPT2 inh inconclusive, HEK cytotox inconclusive and SNCA expr inh -18%.
C#CCNC(=O)C1=NOC2CN(C(=O)c3ccn(C)n3)CC12 (configuration not stated) was read as 3T3 cytotox -12%, HEK293 viab 6%, IP6K1 inhibitor 18, GPT2 inh inactive, HEK cytotox -7% and SNCA expr inh 14%.
O=C(NCCN1C(=O)C2(CCCCC2)C1c1ccccc1)C1CCC1 (configuration not stated) was read as 3T3 cytotox -5%, HEK293 viab 2%, IP6K1 inhibitor -6, GPT2 inh inactive, HEK cytotox -4% and SNCA expr inh 22%.
O=C(Nc1cc(F)cc(F)c1)N1CC(c2noc(-c3ccncc3)n2)C1 was read as FLuc inh -18%, 3T3 cytotox inconclusive, HEK293 viab 18%, IP6K1 inhibitor 33, GPT2 inh inactive, HEK cytotox inconclusive and SNCA expr inh 0%.
`COCCOC1CCN(S(=O)(=O)Cc2ccccc2)CC1` gave FLuc inh 1%, 3T3 cytotox inactive, HEK293 viab -10%[12.5 µM], IP6K1 inhibitor 1, GPT2 inh -4%, HEK cytotox 14% and SNCA expr inh -11%.
`CC(C)(C)C(O)CN1CCC(=O)N(Cc2ccccc2)Cc2sccc21` (configuration not stated) gave 3T3 cytotox inconclusive, IP6K1 inhibitor -6 and HEK cytotox inconclusive.

Reprinted from the part before: 4 entries, then new ones.
O=C(NCCN1C(=O)C2(CCCCC2)C1c1ccccc1)C1CCC1 (configuration not stated) was read as 3T3 cytotox -5%, HEK293 viab 2%, IP6K1 inhibitor -6, GPT2 inh inactive, HEK cytotox -4% and SNCA expr inh 22%.
O=C(Nc1cc(F)cc(F)c1)N1CC(c2noc(-c3ccncc3)n2)C1 was read as FLuc inh -18%, 3T3 cytotox inconclusive, HEK293 viab 18%, IP6K1 inhibitor 33, GPT2 inh inactive, HEK cytotox inconclusive and SNCA expr inh 0%.
`COCCOC1CCN(S(=O)(=O)Cc2ccccc2)CC1` gave FLuc inh 1%, 3T3 cytotox inactive, HEK293 viab -10%[12.5 µM], IP6K1 inhibitor 1, GPT2 inh -4%, HEK cytotox 14% and SNCA expr inh -11%.
`CC(C)(C)C(O)CN1CCC(=O)N(Cc2ccccc2)Cc2sccc21` (configuration not stated) gave 3T3 cytotox inconclusive, IP6K1 inhibitor -6 and HEK cytotox inconclusive.
COc1ccc(CC(=O)Nc2ccc(-c3nc4ccccc4s3)cc2Cl)cc1OC was read as HEK293 viab 15%, IP6K1 inhibitor 9 and SNCA expr inh 32%[activator].
Cc1cc(C)c(CNC(=O)c2cc(-c3cnn(C)c3C)cc3c2OCCN3C)c(=O)[nH]1 was read as FLuc inh -5%[172 µM], 3T3 cytotox inconclusive, HEK293 viab -3%[87.6 µM], IP6K1 inhibitor -19, GPT2 inh 4%[88.5 µM], HEK cytotox -8%[172 µM] and SNCA expr inh 1%[87.6 µM].
`COc1cc(CNC(=O)CCC2CCN(C(=O)c3ccccc3F)CC2)cc(OC)c1` gave FLuc inh 0%, 3T3 cytotox -8%, HEK293 viab 12%, IP6K1 inhibitor 23, GPT2 inh -7%, HEK cytotox 4% and SNCA expr inh 4%.
Screening O=C(NC1CC1)[C@@H]1C[C@H](Oc2ccccc2)CN1C(=O)C1CCCC1 returned FLuc inh -14%, 3T3 cytotox -24%, HEK293 viab -17%, IP6K1 inhibitor 1, GPT2 inh inactive, HEK cytotox inactive and SNCA expr inh 85%[activator].
Screening CCCNC(=O)N1CCC(OCCOc2cccnc2)CC1 returned FLuc inh 6%, 3T3 cytotox inactive, HEK293 viab -3%[12.5 µM], IP6K1 inhibitor 14, GPT2 inh inactive, HEK cytotox 4% and SNCA expr inh inconclusive.
O=C1N[C@@H]2CCN(C(=O)c3ccc(-c4ccccc4)cc3)[C@@H]2C(=O)N1c1ccc(F)cc1 was read as FLuc inh inconclusive, 3T3 cytotox -21%[174 µM], HEK293 viab 4%[87.6 µM], IP6K1 inhibitor 2, GPT2 inh -3%[88.5 µM], HEK cytotox -7%[172 µM] and SNCA expr inh -1%[87.6 µM].
`Cc1ccc(N2C(=O)C(CC(=O)Nc3cccc(F)c3)N(CCc3ccccc3F)C2=O)cc1` (configuration not stated) gave HEK293 viab inconclusive, IP6K1 inhibitor -8 and SNCA expr inh 78%[activator].
Screening CCCn1ccnc1CN1CCCC12CCN(c1ccc(C(F)(F)F)cn1)CC2 returned FLuc inh 8%, 3T3 cytotox inconclusive, HEK293 viab -17%, IP6K1 inhibitor 21, GPT2 inh inconclusive, HEK cytotox 35µM* and SNCA expr inh -30%.
`CC(=O)Nc1ccc(CN2CCC[C@H]2c2nc(-c3ccc(N4CCC(C(N)=O)CC4)nc3)no2)cc1` gave FLuc inh -25%, 3T3 cytotox -15%, HEK293 viab 7%, IP6K1 inhibitor 1, GPT2 inh inactive, HEK cytotox -4% and SNCA expr inh -10%.
For Cn1ncc2c(C(=O)NCCc3ccc(Cl)cc3)cc(-c3cccnc3)nc21 the results were 3T3 cytotox inconclusive, HEK293 viab -4%, IP6K1 inhibitor 6, GPT2 inh inactive, HEK cytotox 32µM* and SNCA expr inh -13%.
Screening c1cn(CCc2noc(C3CCCO3)n2)c(-c2nc3c(s2)CCCC3)n1 (configuration not stated) returned FLuc inh inconclusive, 3T3 cytotox -29%, HEK293 viab -3%, IP6K1 inhibitor 3, GPT2 inh -2%, HEK cytotox -38% and SNCA expr inh 4%.
COc1ccc2c(c1)c1c(c(=O)n(-c3ccc(OC)c(OC)c3)c(=O)n1CC(=O)N1CCCC1)n2C was read as HEK293 viab -12%, IP6K1 inhibitor 1 and SNCA expr inh 28%.
Screening Cc1ccccc1C(=O)N1CCC(N2C(=O)c3c(c(C)nn3-c3ccccc3)C2C)CC1 (configuration not stated) returned 3T3 cytotox inconclusive, IP6K1 inhibitor -4 and HEK cytotox 45µM*.
For COc1cccc(CN2CCNc3cc(Nc4ccccc4)ncc3C2)c1 the results were FLuc inh 5.6µM*, 3T3 cytotox 40µM*, HEK293 viab inconclusive, IP6K1 inhibitor -13, GPT2 inh -2%[88.5 µM], HEK cytotox 40µM* and SNCA expr inh 24%[87.6 µM].
`CCc1ccc(-c2nc(CN3CCCC(C(=O)NCc4ccc(C)cc4)C3)c(C)o2)cc1` (configuration not stated) gave HEK293 viab 8%, IP6K1 inhibitor 12 and SNCA expr inh 0%.
Screening O=C1N(C2CCCCC2)C[C@H]2CN(Cc3ncc[nH]3)CCN12 returned FLuc inh -8%[172 µM], 3T3 cytotox 3%[174 µM], HEK293 viab -1%[87.6 µM], IP6K1 inhibitor 0, GPT2 inh 0%[88.5 µM], HEK cytotox inactive and SNCA expr inh 4%[87.6 µM].
COc1cccc(-c2nn3c(=O)cc(CN4CCN(C(=O)/C=C/c5ccccc5)CC4)nc3s2)c1 was read as HEK293 viab -1%, IP6K1 inhibitor 15 and SNCA expr inh 10%.
Screening COc1ccc(CCNc2nc(SCc3ccccc3F)nc3ccccc23)cc1OC returned HEK293 viab 9%, IP6K1 inhibitor 18 and SNCA expr inh 24%.
Screening CNC(=O)CCn1ncc2cc(OC3CCc4cccc(-c5cccc(F)c5)c43)ccc21 (configuration not stated) returned FLuc inh -9%[172 µM], 3T3 cytotox inconclusive, HEK293 viab inconclusive, IP6K1 inhibitor -6, GPT2 inh -28%[88.5 µM], HEK cytotox inconclusive and SNCA expr inh inconclusive.
